Source: PubChem (several laboratories)
PMI activator: activators of human phosphomannose isomerase. activation factor at 20 µM. hit rate 0.005% among 190,000. purified human PMI, coupled resazurin fluorescence, 20 min; hits give high values; 1 = vehicle control, 0 substrate-free wells;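 active = activation factor of 2 or more at 20 µM, relative to plate controls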
Target sequence (P34949 whole entry, looked up): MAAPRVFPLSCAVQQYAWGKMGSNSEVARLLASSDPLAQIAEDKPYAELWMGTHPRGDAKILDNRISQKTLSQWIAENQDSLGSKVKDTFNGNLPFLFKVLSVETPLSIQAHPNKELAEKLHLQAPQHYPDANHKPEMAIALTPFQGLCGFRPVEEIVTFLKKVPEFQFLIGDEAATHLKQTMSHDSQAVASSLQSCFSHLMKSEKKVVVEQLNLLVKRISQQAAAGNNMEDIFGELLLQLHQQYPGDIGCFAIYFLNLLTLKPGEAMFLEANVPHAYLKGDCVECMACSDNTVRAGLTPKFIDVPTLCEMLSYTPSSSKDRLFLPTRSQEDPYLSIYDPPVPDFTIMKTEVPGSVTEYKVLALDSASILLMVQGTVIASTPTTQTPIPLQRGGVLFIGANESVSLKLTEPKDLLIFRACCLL
TNAP inh hi DEA: inhibitors of human TNAP at high phosphate acceptor concentration. P05186. purified TNAP, CDP-star luminescence, 1 M DEA. inhibition, % at 20 µM. hit rate 0.03% among 200,000. AID 1135;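 active = over 50% inhibition of tissue-nonspecific alkaline phosphatase at 20 µM in the single-dose screen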;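 also: plate controls were DMSO wells for no effect and EDTA-quenched wells as full inhibition for full effect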
APP 5'UTR act: activates APP 5'UTR luciferase reporter | SH-SY5Y APP 5'UTR luciferase reporter, luminescence; zero percent = DMSO vehicle wells | activation, % at 2 µM | hit rate 1% among 190,000 | AID 1276;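 active = activation above a set limit, based on mean plus 3 SD of controls, cut at about 140% in these data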; also: values of inactives mirror those of a sister screen read the other way
PMI act satM6P: activators of human phosphomannose isomerase at near-saturating mannose 6-phosphate | hit rate 0.34% among 190,000 | AID 1216 | coupled PMI enzyme assay, resazurin fluorescence, 20 min; hits give high values; 1 = untreated enzyme, 0 = substrate-free blank | activation factor at 20 µM | P34949;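 active = activation factor of 2 or more at 20 µM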
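Test system: Human PMI in coupled enzyme assay | Input: 15 ng/mL PMI | Medium: HEPES-buffered pH 7.4 with magnesium and detergent | Compound: One concentration, 20 µM, in 1% DMSO | Incubation: Enzyme reaction with compound 20 min at room temperature | Detection: Diaphorase-driven resazurin-to-resorufin fluorescence, excitation 544, emission 590 nm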
TNAP act hi DEA: activators of human TNAP at high phosphate acceptor concentration; purified TNAP, CDP-star luminescence, 1 M DEA, 30 min; hits give high values; 0 = EDTA background, 1 = DMSO-only activity; activation factor at 20 µM; 200,000 tested, under 10 active; AID 1136;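 active = activation factor at least 2 at 20 µM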
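Control set: EDTA negative control, DMSO positive control / Assay system: human TNAP / Quantity: TNAP 1/800 final / Evaluation: TNAP activation factor scaled between EDTA and DMSO control wells / Measured by: luminescent substrate turnover signal / Compound dosing: one dose, 20 µM / Times: 30 min enzyme reaction at room temperature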
NF-kB expr up: NF-kB expression increase, human neuronal cells. NF-kB reporter expression; hits give high values. fold change at 12.5 µM. hit rate 1.6% among 190,000; in the data active = fold change above about 3.3
bIAP act: intestinal alkaline phosphatase (bovine) activation; hit rate 0.17% among 200,000; purified bovine IAP, CDP-star luminescence, 30 min; hits give high values; fold of DMSO-control signal, blank-subtracted; activation factor at 20 µM; AID 1016;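 active = activation factor of 2 or more at 20 µM, a signal rise over negative controls twice the positive control's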
TNAP inh no acc: TNAP (human) inhibition, acceptor-free conditions | P05186 | purified TNAP, CDP-star luminescence, 30 min | inhibition, % at 20 µM | hit rate 0.26% among 200,000;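 active = tissue-nonspecific alkaline phosphatase inhibition above about 50% at 20 µM in the single-dose screen, limit read from the data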;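 also: 0% = DMSO negative control and 100% = EDTA positive control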
FLuc inh counter: counter-screen for luciferase assay inhibitors: firefly luciferase inhibition; P08659; ATPLite firefly luciferase biochemical luminescence, 10 min; inhibition, % at 10 µM; hit rate 1.5% among 200,000; AID 1006;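 active = inhibition above about 50% when tested at 10 µM, limit read from the data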
Target sequence (P08659 whole entry, looked up): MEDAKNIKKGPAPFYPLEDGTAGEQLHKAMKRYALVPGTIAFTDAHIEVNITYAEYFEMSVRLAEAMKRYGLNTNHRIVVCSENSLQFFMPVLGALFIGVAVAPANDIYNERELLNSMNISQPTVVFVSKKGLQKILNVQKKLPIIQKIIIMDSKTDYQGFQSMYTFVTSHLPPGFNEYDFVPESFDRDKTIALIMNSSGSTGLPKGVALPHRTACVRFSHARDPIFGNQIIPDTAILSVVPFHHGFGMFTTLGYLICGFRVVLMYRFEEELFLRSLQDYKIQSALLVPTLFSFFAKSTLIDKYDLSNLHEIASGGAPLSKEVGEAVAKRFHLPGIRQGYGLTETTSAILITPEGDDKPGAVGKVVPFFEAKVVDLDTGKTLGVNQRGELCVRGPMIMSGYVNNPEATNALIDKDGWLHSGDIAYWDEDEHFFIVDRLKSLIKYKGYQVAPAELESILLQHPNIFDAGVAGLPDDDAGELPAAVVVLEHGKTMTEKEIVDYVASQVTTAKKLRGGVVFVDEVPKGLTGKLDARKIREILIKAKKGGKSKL
FLuc act counter: firefly luciferase counter-screen for stimulation assays; 200,000 tested, under 10 active; AID 1027; ATPlite luciferase biochemical, luminescence, 10 min; 0 = ATP-free wells, 1 = DMSO control; P08659; activation factor at 10 µM;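 active = luciferase activation factor, scaled between plate controls, of at least 2 with compound at 10 µM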
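Assay system – cell-free luciferase reagent · Medium – PBS-based ATP solution · Dosing – test compounds dosed from 2 mM stocks in 100% DMSO · Timing – 10 min, room temperature · Technique – light output (luminescence) · Measure – luminescence gain marking luciferase activators · Controls – No-ATP low control, compound-free enzyme-plus-ATP high control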
Numbers without * were called inactive; nt = not tested or not shown.

SMILES | PMI activator | TNAP inh hi DEA | APP 5'UTR act | PMI act satM6P | TNAP act hi DEA | NF-kB expr up | bIAP act | TNAP inh no acc | FLuc inh counter | FLuc act counter
COc1cccc(CC(NC(C)=O)C(=O)NC2CCN(S(=O)(=O)c3cccc4ccccc34)CC2)c1 (stereo not given) | 1 | -4 | 13 | 1.1 | 1 | 0.87 | 1 | -2 | -10 | 1.1
CNC(=S)N/N=C(\C)c1ccc2c(c1)OCO2 | 1.1 | -5 | 11 | 1.1 | 1 | 1.1 | 0.9 | -2 | -3 | 1
CCS(=O)(=O)N1CCN(C(=O)c2ccccc2[N+](=O)[O-])CC1 | 1.1 | 2 | 1 | 1.1 | 1 | 1.1 | 0.9 | 4 | -4 | 1
COc1cccc(C2CC(C(F)(F)F)n3nc(C(=O)Nc4c(C)n(C)n(-c5ccccc5)c4=O)cc3N2)c1 (stereo not given) | 0.9 | -4 | -6 | 1 | 1 | 0.97 | 1.2 | -12 | -5 | 1.1
COC(=O)C(C)N(C#N)c1nc(C)cc(C)n1 (stereo not given) | 1 | -6 | -5 | 1 | 1.1 | 1.1 | 1 | -12 | -8 | 1.1
O=C(C1CCCO1)N1CCc2ccccc21 (stereo not given) | 0.9 | -4 | 8 | 0.9 | 1 | 0.97 | 0.9 | -16 | -6 | 1.1
O=C(NC1CC1)c1cc2c(F)cccc2s1 | 1 | -6 | -6 | 1 | 1.1 | 1.2 | 1.1 | -7 | 6 | 0.9
CCOC(=O)C1(CCCCCCOc2ccc(Cl)cc2)CO1 (stereo not given) | 1 | -9 | nt | 1 | 1.1 | nt | 1.1 | -11 | -2 | 1
CCC(C)N1C(=O)S/C(=C/c2ccc3c(c2)n(C)c(=O)n3C)C1=O (stereo not given) | 0.9 | -1 | 2 | 0.9 | 1 | 0.47 | 1 | 44 | -5 | 1.1
Cc1ccc(OCC(=O)N/N=C/c2ccc3c(c2)OCO3)cc1C | 1.1 | -3 | 7 | 1.1 | 1 | 1.2 | 1.2 | -11 | 4 | 1
CC(C)CCNC(=O)c1ccc(CSCc2cccc(F)c2)o1 | 0.8 | -4 | 2 | 0.9 | 1 | 0.96 | 0.8 | -14 | -3 | 1
COCCCNC(=O)c1cn(Cc2c(F)cccc2Cl)nn1 | 1 | -9 | -4 | 1.1 | 1.1 | 1.3 | 1.1 | -9 | 2 | 1
CCN(CC)CCNC(=O)c1ccc(Cl)c(S(=O)(=O)N2CCCCCC2)c1 | 1 | -3 | -11 | 1.1 | 1 | 0.94 | 1 | -12 | -3 | 1
Cc1cc2c(s1)c1cnn(CC(=O)NCCc3ccccc3)c(=O)c1n2C | 1 | -8 | -8 | 1 | 1.1 | 1.1 | 1.1 | -14 | -5 | 1.1
COc1ccc(S(=O)(=O)N2CCc3ccccc32)cc1C(=O)NCCc1ccccn1 | 1.1 | -2 | -20 | 1.1 | 1 | 0.91 | 1.1 | -5 | 0 | 1
CCOc1cc(/C=C(\C#N)C(=O)NCC2CCCO2)ccc1OCC(N)=O (stereo not given) | 0.9 | -9 | 4 | 0.9 | 1.1 | 1.1 | 1 | -14 | -4 | 1
Cc1ccc(S(=O)(=O)NC(CC(=O)O)c2ccccc2)cc1 (stereo not given) | 0.9 | -6 | -7 | 0.9 | 1.1 | 1.2 | 1 | -12 | -3 | 1
Cc1cnc(C(=O)OCC(=O)NC2CCCCC2)cn1 | 1 | -1 | 17 | 0.9 | 1 | 1.4 | 1 | -6 | -2 | 1
Cc1ccc(N2CC(C(=O)NCC3CCCO3)CC2=O)cc1Cl (stereo not given) | 1.2 | -7 | -5 | 1.1 | 1.1 | 1 | 1 | 3 | -6 | 1.1
COc1ccc(CCC(=O)Nc2cc(Cl)ccc2OC)cc1 | 1 | -3 | -11 | 1 | 1 | 0.89 | 0.9 | -11 | -3 | 1
O=C(Nc1ccc2c(c1)OCCO2)C1CCN(c2ncccn2)CC1 | 1 | -5 | 39 | 1 | 1 | 1.3 | 1 | -10 | 15 | 0.9
C=CCc1c(C)nc(SCC(=C)C)[nH]c1=O | 1 | -10 | 17 | 1 | 1.1 | 1.4 | 0.9 | -18 | -8 | 1.1
O=C(Nc1ccccc1)N1CCN(Cc2ccccc2)CC1 | 1.1 | 3 | -2 | 1.1 | 1 | 1.4 | 0.9 | -15 | 12 | 0.9
CC(C)(C)c1nnc2sc(SCC(=O)N3CCCc4ccccc43)nn2c1=O | 0.9 | -2 | -3 | 0.9 | 1 | 1 | 1 | -12 | -1 | 1
O=C(c1ccc(COc2ccccc2Cl)o1)N1CCN(c2ccccc2)CC1 | 0.8 | -9 | 27 | 0.9 | 1.1 | 0.88 | 1.1 | -14 | -6 | 1.1
CCN(CC)S(=O)(=O)c1cccc(C(=O)OCc2cc(=O)n3nc(C)sc3n2)c1 | 1 | -4 | 13 | 1.1 | 1 | 0.84 | 0.9 | -18 | -9 | 1.1
CCOC(=O)CCn1c2nc(C)cc(C)c2c(=O)n1-c1ccccc1 | 0.9 | -3 | 3 | 1 | 1 | 0.83 | 0.9 | -16 | -4 | 1
CCc1nc(SCC(=O)Nc2c(C)n(C)n(-c3ccccc3)c2=O)n[nH]1 | 1 | -13 | -7 | 1 | 1.1 | 1.1 | 1.1 | -8 | -6 | 1.1
CCC1(CC)C(=O)NC(=O)NC1=NCCc1ccc(O)cc1 | 0.9 | -2 | -2 | 0.9 | 1 | 1.1 | 1 | -9 | 1 | 1
CCOc1ccc(C2CC(c3ccc(F)cc3)Nc3nc(N)nn32)cc1 (stereo not given) | 1 | -1 | -19 | 1 | 1 | 1.1 | 1 | -4 | -4 | 1
CNc1ccc(Oc2nc([N+](=O)[O-])nn2C)cc1 | 0.9 | -2 | 4 | 0.6 | 1 | 0.96 | 1 | -9 | -6 | 1.1
CCOCCCNC(=O)c1ccccc1SC | 1 | -7 | 19 | 1.1 | 1.1 | 1.2 | 0.8 | -13 | -10 | 1.1
CCOC(=O)CSc1cc(CS(C)(=O)=O)nc(-c2ccccn2)n1 | 1 | -6 | -11 | 1.1 | 1.1 | 1.1 | 1.1 | -15 | -7 | 1.1
O=C(Nc1cccc(O)c1)C1CCCN1C(=O)OCc1ccccc1 (stereo not given) | 1 | -2 | 5 | 1 | 1 | 0.65 | 1 | -11 | -7 | 1.1
CN1CCN(NC(=O)c2cccs2)CC1 | 1.1 | -2 | -16 | 0.9 | 1 | 1.1 | 0.9 | -9 | -6 | 1.1
Cc1cc(C)n(CNc2nc(C(F)(F)F)cs2)n1 | nt | -4 | 1 | nt | 1 | 0.97 | 1 | -2 | -10 | 1.1

Profiles from above:
Record of O=C(Nc1cccc(O)c1)C1CCCN1C(=O)OCc1ccccc1 (stereo not given) : PMI activator: 1; TNAP inh hi DEA: -2; APP 5'UTR act: 5; PMI act satM6P: 1; TNAP act hi DEA: 1; NF-kB expr up: 0.65; bIAP act: 1; TNAP inh no acc: -11; FLuc inh counter: -7; FLuc act counter: 1.1
Record of CCOc1ccc(C2CC(c3ccc(F)cc3)Nc3nc(N)nn32)cc1 (stereo not given) : PMI activator: 1; TNAP inh hi DEA: -1; APP 5'UTR act: -19; PMI act satM6P: 1; TNAP act hi DEA: 1; NF-kB expr up: 1.1; bIAP act: 1; TNAP inh no acc: -4; FLuc inh counter: -4; FLuc act counter: 1
Record of CN1CCN(NC(=O)c2cccs2)CC1 : PMI activator: 1.1; TNAP inh hi DEA: -2; APP 5'UTR act: -16; PMI act satM6P: 0.9; TNAP act hi DEA: 1; NF-kB expr up: 1.1; bIAP act: 0.9; TNAP inh no acc: -9; FLuc inh counter: -6; FLuc act counter: 1.1

The listing continues:
SMILES | PMI activator | TNAP inh hi DEA | APP 5'UTR act | PMI act satM6P | TNAP act hi DEA | NF-kB expr up | bIAP act | TNAP inh no acc | FLuc inh counter | FLuc act counter
Cc1ccccc1N(CC(=O)N/N=C/c1ccccc1Cl)C(=O)c1ccccc1 | 1.1 | -4 | -12 | 1.2 | 1 | 1.1 | 1 | -9 | 1 | 1
COc1ccc(N(CC(=O)N2CCc3ccccc3C2)S(=O)(=O)c2c(C)[nH]c(=O)[nH]c2=O)cc1 | 1 | -8 | 14 | 1 | 1.1 | 1.3 | 1 | -15 | -4 | 1
COc1ccc(CCNC(=O)COC(=O)/C=C/c2ccc(OCC#N)c(OC)c2)cc1 | 1 | -4 | -6 | 0.9 | 1 | 1.2 | 0.6 | -10 | -7 | 1.1
CC(C)Oc1ccc(C(=O)NC2=NCCS2)cc1 | 0.9 | -4 | 154* | 1 | 1 | 8.3* | 1 | -14 | 75* | 0.3
O=S(=O)(c1ccc(F)c(F)c1)N1CCN(Cc2ccc3c(c2)OCO3)CC1 | 0.9 | -3 | -4 | 0.9 | 1 | 0.99 | 0.9 | -8 | 0 | 1
COc1ccc(OCCCC(=O)Nc2cccc(SC)c2)cc1 | 0.8 | -5 | -8 | 0.9 | 1 | 1.1 | 0.7 | -17 | -2 | 1
O=C(c1ccc(Br)cc1)c1sc(N2CCOCC2)nc1-c1ccccc1 | 0.8 | -5 | 4 | 0.9 | 1.1 | 1.1 | 1 | -7 | -3 | 1
COc1ccc(C2=NN(C(=O)c3ccc(Cl)c([N+](=O)[O-])c3)C(c3ccccc3)C2)cc1 (stereo not given) | 1 | -1 | 12 | 1 | 1 | 1.8 | 1 | -6 | -3 | 1
COc1ccc(CN(C)CCc2ccccn2)c(OC)c1OC | 0.9 | -2 | 3 | 1 | 1 | 1 | 1 | -7 | -4 | 1
O=C(CSc1ccsc1[N+](=O)[O-])NCc1ccccc1 | 1 | -3 | 15 | 0.9 | 1 | 1.9 | 1.1 | -6 | 2 | 1
CCOC(=O)C(C)Oc1cc(Cl)c(C=O)cc1OC (stereo not given) | 1 | 1 | 1 | 1 | 1 | 1.3 | 1 | -8 | -3 | 1
O=C(CSc1nc2ccccc2c(=O)n1-c1ccccc1)N1CCCC1 | 1 | 0 | -13 | 1 | 1 | 0.95 | 0.9 | -9 | -2 | 1
Clc1ccc(-c2nc(/C=N/N3CCOCC3)c3ccccn23)cc1 | 0.8 | -2 | -5 | 0.7 | 1 | 0.75 | 1 | -12 | -3 | 1
CCOC(=O)C1=C(N)Oc2c(oc(CO)cc2=O)C1c1ccccc1 (stereo not given) | 1 | -5 | 10 | 1 | 1.1 | 1.4 | 0.9 | -10 | -6 | 1.1
Cc1ccc2c(c1)-c1cc(C)nn1C(c1ccc3c(c1)OCO3)N2 (stereo not given) | 0.9 | -4 | 15 | 0.8 | 1 | 1.8 | 1 | 2 | -5 | 1.1
Cc1cc(CNC(=O)Nc2ccc3c(c2)OCO3)nn1C | 1 | -2 | 15 | 1 | 1 | 1.8 | 1 | -9 | 7 | 0.9
Cc1ccc(C(=O)N(Cc2ccc3c(c2)OCO3)Cc2nc3ccccc3c(=O)[nH]2)cc1 | 1 | -4 | -4 | 1 | 1 | 0.89 | 1 | 4 | -5 | 1
O=C(c1ccccc1)c1cc(Cl)ccc1N1C(=O)C=CC1=O | 1.2 | -7 | -80 | 1.5 | 1.1 | 0.93 | 1.1 | -2 | 58* | 0.4
